SENP7 block = blocks the human protease SENP7; AID 434973; 330,000 compounds, 1.5% hits; Q9BQF6; recombinant SENP7, Z-RLRGG-aminoluciferin luminescence, 40 min; inhibition, % at 5 µM;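 active = inhibition above about 50% at the single test dose, limit read from the data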;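 also: plate controls were DMSO with enzyme for no effect and no enzyme buffer wells for full effect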
Target sequence (Q9BQF6 706-1050 limits assumed): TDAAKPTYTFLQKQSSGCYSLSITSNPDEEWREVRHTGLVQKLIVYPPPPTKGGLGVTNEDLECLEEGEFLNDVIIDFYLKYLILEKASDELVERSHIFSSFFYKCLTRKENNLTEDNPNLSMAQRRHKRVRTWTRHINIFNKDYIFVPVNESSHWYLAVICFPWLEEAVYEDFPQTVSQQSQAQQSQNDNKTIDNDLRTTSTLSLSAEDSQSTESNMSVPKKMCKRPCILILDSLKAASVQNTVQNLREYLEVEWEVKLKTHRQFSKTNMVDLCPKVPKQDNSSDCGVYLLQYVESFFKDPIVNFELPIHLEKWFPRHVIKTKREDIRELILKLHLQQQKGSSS
NALP3 yeast inh = NALP3 inhibition in yeast; Yeast reconstituted NLRP3/ASC/caspase-1, beta-gal luminescence, 24 h; inhibition, % at 10 µM; 330,000 compounds, 0.39% hits;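 active = inhibition of 50% or more; inactive = inhibition below 50%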;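 also: plate controls were induced DMSO wells for no effect and uninduced yeast grown without galactose for full effect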
Apaf-1 inh = blocks human Apaf-1 apoptosome activity | O14727 | reconstituted apoptosome caspase-3 activity, DEVD-Rh110 fluorescence | inhibition, % at 20 µM | 330,000 compounds, 0.71% hits | AID 489030; active = inhibition of at least 40% at 20 µM;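 also: plate controls were DMSO wells for no effect and DEVD-CHO caspase inhibitor wells for full effect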
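Assay system: Apoptosome proteins | Medium: pH 7.5 Hepes buffer with CHAPS, BSA, DTT | Also added: Cytochrome c and DEVD-Rh110 substrate | Times: 30 min plus 50 min, RT | Detection: Rhodamine 110 fluorescence at Ex 480/Em 540 nm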
SENP8 block-1 = blocks the human protease SENP8. AID 2540. inhibition, % at 10 µM. purified SENP8, Z-RLRGG-aminoluciferin cleavage, luminescence. 330,000 compounds, 1.2% hits; in the data active = inhibition above about 50%
Target sequence (Q96LD8 whole entry, looked up): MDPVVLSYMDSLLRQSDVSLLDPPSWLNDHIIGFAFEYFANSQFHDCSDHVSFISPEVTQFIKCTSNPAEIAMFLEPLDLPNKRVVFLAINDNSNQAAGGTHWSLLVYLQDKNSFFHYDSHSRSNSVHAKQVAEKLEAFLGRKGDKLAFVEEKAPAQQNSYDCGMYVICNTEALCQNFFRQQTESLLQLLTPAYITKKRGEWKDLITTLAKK
PfG6PD inh = PfG6PD (Plasmodium falciparum) enzyme inhibition. PfGluPho enzyme, NADPH resazurin-diaphorase fluorescence. inhibition, % at 20 µM. 350,000 compounds, 0.78% hits. AID 504690;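 active = inhibition reaching at least a set limit at 20 µM in the primary screen, cut at about 59% in these data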;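 also: 0% = DMSO wells with substrate and 100% = DMSO wells lacking glucose-6-phosphate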
SENP1 inh = blocks the human SENP1 SUMO protease catalytic domain | 360,000 compounds, 0.21% hits | Q9P0U3 | inhibition, % at 10 µM | recombinant SENP1 catalytic domain, CyPet-SUMO1-YPet FRET cleavage;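 active = inhibition at least 30% at 10 µM, raw YFP signal under a set limit, fluorescence ratio 0.5 to 1.5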;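 also: 0% = enzyme with DMSO and 100% = no enzyme wells; some results filed as inactive read as strong as hits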
Target sequence (Q9P0U3 419-644 limits assumed): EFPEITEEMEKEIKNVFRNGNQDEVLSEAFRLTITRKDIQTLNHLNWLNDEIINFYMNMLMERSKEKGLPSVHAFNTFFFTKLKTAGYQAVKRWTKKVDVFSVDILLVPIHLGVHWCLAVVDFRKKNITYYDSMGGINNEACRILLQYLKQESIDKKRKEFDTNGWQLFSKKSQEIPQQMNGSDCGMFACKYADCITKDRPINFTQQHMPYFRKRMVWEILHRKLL
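Controls: no-enzyme wells low, DMSO-plus-enzyme wells high control. Test system: human recombinant His6-tagged SENP1 catalytic domain enzyme. Reagent: SFCypet-SUMO1-SFYpet FRET protein substrate, 25 nM final. Doses: one dose per compound, 10 µM, 0.5% DMSO. Detection: FRET, CFP and YFP emission. Timing: 50 min reaction at room temperature.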
SENP8 block-2 = SENP8 (human) protease inhibition; Q96LD8; recombinant SENP8, Nedd8 substrate fluorescence; inhibition, % at 20 µM; 360,000 compounds, 0.64% hits; AID 602440; in the data active = inhibition mostly above about 40%, no sharp cut-off; inactive = mostly below about 27%
HKDC1 inh = blocks human hexokinase HKDC1 activity. Q2TB90. recombinant HKDC1, G6PDH/diaphorase resazurin coupled fluorescence. inhibition, % at 20 µM. 340,000 compounds, 0.16% hits;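 active = inhibition above about 35% when tested at 20 µM, limit read from the data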;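 also: plate controls were DMSO wells with enzyme for no effect and DMSO wells lacking enzyme for full effect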
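Assay system: recombinant HKDC1 hexokinase; detection: coupled resazurin fluorescence, excitation 525 nm, emission 613 nm; benchmarks: DMSO-plus-enzyme-mix negative control, buffer-substituted positive control; compound dosing: single 20 µM dose; schedule: 90 min at room temperature in dark; also added: glucose plus 1 mM ATP as hexokinase substrates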
SENP6 block = blocks the human protease SENP6; Q9GZR1; 330,000 compounds, 1.8% hits; Recombinant SENP6 catalytic domain, aminoluciferin luminescence; AID 2599; inhibition, % at 10 µM;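 active = inhibition above about 50% at the single tested dose, limit read from the data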;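 also: plate controls were DMSO wells with enzyme for no effect and DMSO wells lacking enzyme for full effect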
* hit, by the source's call; i = inactive; x = no result given.

SMILES	SENP7 block	NALP3 yeast inh	Apaf-1 inh	SENP8 block-1	PfG6PD inh	SENP1 inh	SENP8 block-2	HKDC1 inh	SENP6 block
Cc1cc(C)n2nc(C(=O)OC(C)C(=O)c3ccccc3)nc2n1 (stereo not drawn)	11	0	1	-8	-1	3	17	-8	-14
COc1ccccc1N1CCN(Cc2cc3c(cc2Br)OCCO3)CC1	7	14	20	7	9	2	19	-3	14
CN1CCN(C(=O)C2=C[C@H](c3ccc4c(c3)OCO4)C[C@H](OCc3ccc(CO)cc3)O2)CC1	3	7	-1	-7	-11	-2	-7	-2	-1
Oc1ccc(Br)cc1/C=N/N1CCCCC1	53*	15	3	85*	22	-1	15	10	94*
COC(=O)c1ccc(CSc2nnc(NC(=O)C3CC(=O)N(Cc4ccc(C)cc4)C3)s2)cc1 (stereo not drawn)	2	1	24	-14	-46	0	-16	10	-19
COc1ccc(OC)c(NC(=O)C(CCSC)NS(=O)(=O)c2cccs2)c1 (stereo not drawn)	0	4	3	-5	-12	3	-3	1	-13
COc1cc(C(=O)O)cc(NC(=O)c2cccs2)c1OC	x	x	x	x	-22	2	11	2	x
O=C(/C=C/c1ccco1)NC(=S)Nc1ccccc1Br	-4	26	7	-7	-17	-1	10	-2	6
O=C(/C=C/c1ccco1)N(Cc1cccc(Cl)c1)C1CCS(=O)(=O)C1 (stereo not drawn)	-10	20	-3	2	35	-6	-1	-2	-6
CC(C)(O)[C@@H]1Cc2c(ccc3ccc(=O)oc23)O1	-9	11	-3	-12	-8	1	i	-8	-20
CC(O)CN1CCN(C(=O)CN2C(=O)NC(c3ccccc3)(c3ccccc3)C2=O)CC1 (stereo not drawn)	-4	-8	-3	4	-14	2	14	1	0
C=CCn1c(SCC(=O)NCC2CCCO2)nc2scc(-c3ccc(OC)cc3)c2c1=O (stereo not drawn)	1	16	8	2	3	-1	5	-1	-4
CCCN(CC(=O)Nc1cc(C)on1)CC(=O)Nc1ccc(F)c(F)c1F	-3	12	6	-12	9	-1	10	-4	-17
CCN(CC)c1ccc(/C=N/NC(=O)c2cc3ccccc3[nH]2)cc1	7	18	11	-8	4	-30	-296	1	0
Cc1ccc(S(=O)(=O)NC(=O)COc2ccccc2C)cc1	-9	2	-11	-6	1	2	13	-6	-14
CCN(CC)CC(O)COc1ccc2c(c1)OCO2 (stereo not drawn)	-1	2	2	0	-10	-1	19	-6	-13
Cc1cc(=O)oc2c(C)c(OC(C)C(=O)NC3CCN(Cc4ccccc4)CC3)ccc12 (stereo not drawn)	-4	15	2	-4	-8	0	-68	2	-11
COc1ccc(S(=O)(=O)N2CCCCC2)cc1NC(=O)C1CC1C (stereo not drawn)	-2	0	-3	4	-10	1	20	-2	-4
S=C(NCCc1c[nH]c2ccccc12)NC1CCCCC1	2	11	9	4	-1	1	-9	2	-21
CCOc1ccc2c(C)cc(=O)oc2c1OCC	-4	15	0	-7	-6	0	-271	-4	-7
O=C(CCS(=O)(=O)c1ccccc1)N1CCCc2ccccc21	3	7	-4	-1	-1	2	4	3	5
CCOc1cccc(-c2nnc3sc(COc4ccc(C)cc4)nn23)c1	-10	14	-15	-5	4	1	15	-7	5
CN(C)C1=NCCN1CCCCc1ccccc1	4	7	-5	3	-17	1	14	-3	-2
Cc1nc2ccccc2n1CCc1nc2c3ccccc3nc(SCC(=O)NCc3ccco3)n2n1	2	-2	13	4	18	-2	10	3	7
CCN1C(=O)CC(N2CCC(Nc3ccc(OC)cc3)CC2)C1=O (stereo not drawn)	5	-11	-1	11	4	7	19	9	-2
Cc1ccc(-c2cc(-c3n[nH]c(=S)o3)c3ccccc3n2)cc1	x	x	x	x	29	-26	-230	7	x
CS(=O)(=O)Nc1cccc(C2=NN(C(=O)c3cccc(F)c3)C(c3cccs3)C2)c1 (stereo not drawn)	7	2	4	14	-4	-1	19	-2	-14
Nc1c(C(=O)CSc2nnc(-c3ccccc3F)o2)c(=O)[nH]c(=O)n1C1CC1	-2	-2	-13	9	4	-4	4	-5	5
CCC(C)NC(=O)CSc1nc2cc(S(=O)(=O)N3CCOCC3)ccc2n1CC (stereo not drawn)	-9	13	5	-3	0	-2	10	-2	-20
COCCn1c(C)cc(C(=O)COC(=O)C2CC(=O)N(CCc3ccc(OC)c(OC)c3)C2)c1C (stereo not drawn)	-2	15	5	-2	-6	-1	8	2	-6

An excerpt of these results, with values under each structure:
The line under a structure holds: SENP7 block | NALP3 yeast inh | Apaf-1 inh | SENP8 block-1 | PfG6PD inh | SENP1 inh | SENP8 block-2 | HKDC1 inh | SENP6 block
CC(O)CN1CCN(C(=O)CN2C(=O)NC(c3ccccc3)(c3ccccc3)C2=O)CC1 (stereo not drawn)
  -4 | -8 | -3 | 4 | -14 | 2 | 14 | 1 | 0
CCN(CC)c1ccc(/C=N/NC(=O)c2cc3ccccc3[nH]2)cc1
  7 | 18 | 11 | -8 | 4 | -30 | -296 | 1 | 0
Cc1cc(C)n2nc(C(=O)OC(C)C(=O)c3ccccc3)nc2n1 (stereo not drawn)
  11 | 0 | 1 | -8 | -1 | 3 | 17 | -8 | -14

The results go on:
SMILES	SENP7 block	NALP3 yeast inh	Apaf-1 inh	SENP8 block-1	PfG6PD inh	SENP1 inh	SENP8 block-2	HKDC1 inh	SENP6 block
Cc1ccc(NC(=O)CSc2ncc(S(=O)(=O)c3ccccc3)c(=O)[nH]2)cc1C	3	-12	-29	0	-39	-1	15	-6	11
O=C(NCC(c1ccco1)N1CCCC1)c1ccc(Cl)cc1 (stereo not drawn)	2	5	-7	-6	0	-1	13	1	-30
CCN(c1ccc(OC)cc1)S(=O)(=O)c1cc(-c2cc(C)no2)ccc1C(C)C	10	23	20	-1	-10	0	5	9	-10
COc1ccccc1CNC(=O)COc1ccccc1OC	-8	12	6	-13	-2	1	24	2	-14
CNc1nc(-c2ccc3c(c2)CCN3C(=O)c2cccc(F)c2)cs1	-2	11	5	0	20	1	21	-4	41
CS(=O)(=O)N1CCN(C(=O)C2c3ccccc3Oc3ccccc32)CC1	4	2	-13	3	7	-1	11	-8	7
Cc1ccc(S(=O)(=O)N2CCN(C(=O)CN3C(=O)NC(C)(c4ccc5ccccc5c4)C3=O)CC2)cc1 (stereo not drawn)	x	x	x	x	-3	1	2	1	x
NC(N)=N/N=C/c1ccc(OS(=O)(=O)c2ccccc2)cc1	-1	6	5	-6	3	2	24	-29	2
CCCC(C(=O)NCCC(C)C)N(Cc1ccccc1Cl)C(=O)c1snc(C(N)=O)c1N (stereo not drawn)	9	6	7	-6	17	-13	-294	-2	15
N#Cc1ncc(-c2ccc3c(c2)OCCOCCOCCOCCOCCO3)nc1C#N	-7	22	4	-11	-5	1	6	-10	-16
Cc1ccc(S(=O)(=O)NCC2NCCc3ccccc32)cc1 (stereo not drawn)	5	18	19	4	2	-10	-97	-5	-7
CC(=O)Nc1ccc(N(C(=O)c2ccco2)C(C(=O)NC2CCCC2)c2ccncc2)cc1 (stereo not drawn)	-6	18	2	-5	9	-1	4	-4	-3
Cc1ccc(C(=O)Nc2nn(C)c3cccc(F)c23)cc1	-6	0	-9	-3	7	3	16	-2	-15
COc1nc(NCCc2ccc(OC)c(OC)c2)nc(Nc2ccccc2)n1	-5	18	-2	-8	-5	2	9	-2	-8
O=C(c1cn(Cc2ccccc2)nc1-c1ccccc1)N1CCN(c2ccccn2)CC1	8	14	6	3	17	2	-8	0	4
N=c1c2c3c(sc2ncn1Cc1ccccc1)CCCC3	2	13	1	-3	-23	0	12	4	-28
C#CCNC(=O)C1=C[C@H](c2ccc(C(F)(F)F)cc2)[C@@H](CCCO)[C@H](OCC)O1	7	4	4	-7	10	1	-3	-3	-27
Cc1ccccc1N(C)C(=O)C1CCCN(c2ncnc3c2nc2n3CCCCC2)C1 (stereo not drawn)	-6	12	2	-1	4	2	1	-2	4
CC(NC(=O)COc1ccccc1F)C1CC2CCC1C2 (stereo not drawn)	-2	11	10	-9	7	1	5	4	-1
CC1CN(C(=O)CCn2c(=O)oc3ccccc32)CC(C)O1 (stereo not drawn)	12	7	-2	-2	-9	0	14	-1	-15
COc1ccc(NC(=O)c2ccc(C)cc2)c(OC)c1	6	38	5	-1	41	0	16	-11	0
c1ccc(CNc2nc(-c3cccs3)nc3ccccc23)cc1	x	x	x	x	17	-3	-241	-2	x
Cc1ccc(OCCOc2cccc3ccc(C)nc23)c([N+](=O)[O-])c1	-9	7	0	-10	7	2	5	6	20
CCOc1ccc(CCNC(=O)C2CCCN(S(=O)(=O)N3CC(C)CC(C)C3)C2)cc1OCC (stereo not drawn)	0	0	11	1	13	1	8	-4	9
CCCNC(=O)c1onc(CSc2ccc(Cl)cc2)c1C(=O)NCCOC	3	25	0	-2	43	2	12	-4	2
CCC(=O)Nc1cc2c3c(c1)CCN3C(=O)CC2	-2	12	-4	4	-6	1	0	-8	-6
CCCn1c(SCC(=O)NC2CCCCC2C)n[nH]c1=O (stereo not drawn)	2	1	6	8	-6	3	14	-5	-2
CCN1CCc2c(OCC(=O)Nc3cccc(C)c3C)cccc2C1=O	1	3	5	-3	x	x	x	x	-9
Cc1ccn2c(=O)c(C(=O)NCCN3CCOCC3)c(O)nc2c1	-1	1	-7	2	13	1	-124	-4	-17
COc1ccc(C2C(C#N)=C(N)Oc3n[nH]c(C)c32)cc1CSc1ccccn1 (stereo not drawn)	4	12	3	10	-17	-7	-28	9	12
Cn1c(=O)c2c(nc(NCc3ccc4c(c3)OCO4)n2C)n(C)c1=O	2	17	-31	-2	6	0	15	2	5
O=C(CSc1nc2cc(Cl)ccc2o1)NC1CC1	-1	13	0	5	13	3	-4	-4	-4
Cc1cc(=O)n2nc(N3CCCC(C(=O)NCc4cccc(Br)c4)C3)sc2n1 (stereo not drawn)	-1	2	-1	3	-5	1	-14	2	-11
CCCNC(=O)C1Cc2cc(S(=O)(=O)N3CCCC3)ccc2N1C(C)=O (stereo not drawn)	-1	3	-10	3	0	-1	8	-6	15
O=C(Nc1ccc(CN2CCOCC2)cc1)c1cc2ccccc2o1	9	9	-3	-2	17	1	3	-11	-8
C=CCNC(=O)c1onc(CCl)c1C(=O)OC	3	1	-8	-2	-9	4	10	-6	-1
[O-][n+]1onc2c1CCC(=N/O)/C2=N\Nc1ccccc1	6	9	-9	-2	x	x	x	x	3
O=C(C1CCN(S(=O)(=O)c2ccc(F)cc2)CC1)N1CCOCC1	0	-8	-5	-4	-1	2	20	-2	-7
O=C(NCc1ccc(Cl)cc1)c1cccc(S(=O)(=O)N2CCCC2)c1	7	14	-1	1	-7	2	10	2	-20
Cc1cc(NCc2cccnc2)nc(N)n1	-2	24	-1	0	-1	4	12	-5	-3

SENP8 block-1: hit marks shown above.
canonical_smiles	SENP7 block	NALP3 yeast inh	SENP8 block-1	PfG6PD inh	SENP1 inh	HKDC1 inh	SENP6 block
Oc1ccc(Br)cc1/C=N/N1CCCCC1	53*	15	85*	22	-1	10	94*
